TSHR antag: human thyrotropin receptor antagonism; P16473; TSHR-expressing cells, TSH-stimulated cAMP HTRF, 2 h; active compounds read low; actives 0.2% (n = 330,000); activity change, negative = inhibition, % at 11.5 µM;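 active = activity change below a set negative limit, meaning inhibition stronger than a set level, cut at about -70% in these data; inconclusive = activity change between two set negative limits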; also: % is scaled to controls: 0 for no effect and ±100 for the full control effect
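Competitive HTRF cAMP read-out (cryptate anti-cAMP antibody, cAMP-d2; 30 min, room temperature) in freshly harvested TSHR cells. Compounds added before TSH at EC80 (4nM final), followed by 2 hours' incubation at 37 deg C.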
USP2a block: blocks human ubiquitin-specific protease USP2a; O75604; USP2 core, Ub-CHOP2 coupled fluorogenic reporter, 485/531; Potency, µM (titrated, usually from 38.3 µM), for the others: at the highest dose activity change, negative = inhibition, actives largely listed as inhibitors; actives 0.01% (n = 330,000); AID 463254;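 also: potency is read from the fitted curve at half-maximal effect; plate controls were DMSO wells for no effect and full inhibition by NEM control for full effect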
Target sequence (O75604 whole entry, looked up): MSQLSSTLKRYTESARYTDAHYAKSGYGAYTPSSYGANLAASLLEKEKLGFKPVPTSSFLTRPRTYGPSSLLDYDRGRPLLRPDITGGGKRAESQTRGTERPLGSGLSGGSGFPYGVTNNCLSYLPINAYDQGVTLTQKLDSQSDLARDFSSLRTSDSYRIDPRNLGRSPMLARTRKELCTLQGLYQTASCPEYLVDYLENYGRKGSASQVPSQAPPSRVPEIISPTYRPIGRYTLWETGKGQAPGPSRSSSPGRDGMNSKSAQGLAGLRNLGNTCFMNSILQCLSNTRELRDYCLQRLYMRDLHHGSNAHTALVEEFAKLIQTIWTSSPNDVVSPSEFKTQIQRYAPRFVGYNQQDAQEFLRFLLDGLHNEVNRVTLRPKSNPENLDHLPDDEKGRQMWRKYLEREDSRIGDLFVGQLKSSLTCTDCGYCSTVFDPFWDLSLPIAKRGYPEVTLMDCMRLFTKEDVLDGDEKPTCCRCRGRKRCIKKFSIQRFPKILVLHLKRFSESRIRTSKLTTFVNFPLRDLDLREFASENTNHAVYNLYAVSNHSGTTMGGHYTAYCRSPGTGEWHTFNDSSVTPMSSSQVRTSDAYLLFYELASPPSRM
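Cell-free coupled assay: 10nM USP2 core preincubated 30min RT with compound in Tris-HCl pH 8.0/CaCl2/CHAPS buffer, then 25nM Ub-CHOP2 and 25nM reporter substrate; fluorescence (Ex 485/Em 531) read after 60min RT, normalized to NEM inhibition, concentration-response curves fitted.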
Eya2 phos inh: inhibitors of human Eya2 phosphatase activity; recombinant Eya2, OMFP fluorescence dephosphorylation (OMFP is methylfluorescein phosphate); Potency, µM (top dose mostly 76.9 µM), inactives show at the highest dose activity, negative = inhibition, actives largely listed as inhibitors; actives 0.006% (n = 330,000); O00167; also: potency is read from the fitted curve at half-maximal effect; % is scaled to controls: 0 for no effect and ±100 for the full control effect
Target sequence (O00167 whole entry, looked up): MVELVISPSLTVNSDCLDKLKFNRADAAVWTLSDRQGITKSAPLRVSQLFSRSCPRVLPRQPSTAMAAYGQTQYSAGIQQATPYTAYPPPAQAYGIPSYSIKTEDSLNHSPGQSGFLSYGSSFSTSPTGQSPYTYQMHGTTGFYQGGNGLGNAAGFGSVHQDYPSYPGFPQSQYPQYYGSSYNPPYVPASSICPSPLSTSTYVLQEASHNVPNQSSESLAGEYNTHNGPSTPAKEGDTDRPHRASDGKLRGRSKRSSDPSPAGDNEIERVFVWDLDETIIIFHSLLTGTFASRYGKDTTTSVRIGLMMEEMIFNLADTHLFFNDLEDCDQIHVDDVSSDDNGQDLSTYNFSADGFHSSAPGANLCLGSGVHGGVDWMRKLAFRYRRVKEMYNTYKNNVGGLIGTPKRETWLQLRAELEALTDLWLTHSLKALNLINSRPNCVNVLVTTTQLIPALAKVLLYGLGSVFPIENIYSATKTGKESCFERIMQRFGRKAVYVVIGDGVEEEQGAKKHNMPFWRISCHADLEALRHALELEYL
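Eya2 protein (added as 0.2 uM solution) was preincubated with compound for 10 min at ambient temperature in 50 mM HEPES pH 7.5, 50 mM NaCl, 5 uM MgCl2, 0.05% BSA, 1 mM DTT. OMFP (added at 50 uM) then reacted 10 min; fluorescence read at 485/525 nm.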
KCNH2 WT inh: KCNH2 (human, wildtype) channel inhibition; Q12809; U2OS, BacMam KCNH2, thallium flux FluxOr; active compounds read low; activity change, % at 1.84 µM; actives 0.37% (n = 340,000); AID 720551;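 active = maximum activity change below -70%; inconclusive = maximum activity change between -70% and -50%; inactive = maximum activity change above -50%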; also: % is scaled to controls: 0 for no effect and ±100 for the full control effect
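U2OS cells transduced with wild-type KCNH2 virus are loaded with FluxOr dye for 45 min, and thallium flux is measured in kinetic reads before and after stimulation buffer. Rate constants are normalized to DMSO controls.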
Mito fusion yeast: blocks mitochondrial division or promotes mitochondrial fusion; actives 0.23% (n = 320,000); AID 485298; Potency, µM (titrated, usually from 46.1 µM), for the others: top-dose growth rescue (activation), most hits filed as activators; S. cerevisiae fusion-defective mutant growth rescue, CellTiterGlo 48 h;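 also: potency is read from the fitted curve at half-maximal effect; % of control where 0% means no effect; nearly all actives have a fitted effect of over 45% in size; temperature-sensitive fusion mutants such as fzo1-1 at 37 °C on non-fermentable ethanol glycerol medium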
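S. cerevisiae fusion-defective temperature-sensitive mutants (e.g. fzo1-1, mgm1-5) grown 48 h at 37C in YPEG (ethanol/glycerol non-fermentable) medium with 23 nl compound per well; growth rescue read as CellTiterGlo luminescence.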
ELG1 DNA repair: blocks ELG1-dependent DNA repair in HEK293T cells; actives 2.3% (n = 330,000); HEK293T ELG1-luciferase reporter, luminescence, 16 h; DNA damage induced by 5-fluorouridine; Potency, µM (titrated, usually from 46.1 µM), for the others: top-dose activity change, negative = inhibition, usual class: inhibitors; also: potency is read from the fitted curve at half-maximal effect; % is scaled to controls: 0 for no effect and ±100 for the full control effect; nearly all actives have a fitted effect of over 55% in size
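In this reporter screen, reduction of luminescence relative to DMSO vehicle indicated activity. Compounds and 5-fluorouridine were added together to 2,000 cells per well, incubated for 16 hr at 37 °C, then developed with ONE-Glo.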
TRPV1 agonist: human TRPV1 agonism | Q8NER1 | TRPV1-expressing cells, Fluo-8 calcium influx, agonist mode | activation, % at 8.33 µM | actives 0.19% (n = 320,000) | AID 540275; in the data active = activation above about 80%; inconclusive = between about 30% and that limit; also: 0% is about no effect
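Cells expressing TRPV1 were dye-loaded with Fluo-8 and read kinetically: 10 s baseline, 3 min after compound (agonist portion), then 2 min after EC20 capsaicin (allosteric enhancer portion). Calcium-bound dye fluorescence at 480/520 nm.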
TCR activator: activators of T cell receptors | AID 504894 | 330,000 tested, under 10 active | Potency, µM (highest dose often 9.22 µM), for inactives: at the highest dose activation of IL-2 secretion, usual class: activators | primary human leukocytes, anti-CD3, IL-2 HTRF, 48 h; also: % of control where 0% means no effect
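Primary human leukocytes incubated 48 hr with anti-CD3 beads plus compound, without co-stimulation. Secreted IL-2 measured by HTRF (europium cryptate/d2 anti-IL-2 pair, 320 nm excitation, 665 nm emission).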
KCNH2 3.1 inh: inhibitors of human KCNH2 3.1 potassium channel isoform; U2OS KCNH2 3.1, thallium flux FluxOr; active compounds read low; activity change, % (tested at about 1.8 µM); actives 0.95% (n = 340,000); AID 720553;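 active = maximum activity change below -70%; inconclusive = maximum activity change from -70% to -50%; inactive = maximum activity change above -50%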;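 also: thallium influx rate constant from kinetic fluorescence after stimulation buffer; % is scaled to controls: 0 for no effect and ±100 for the full control effect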
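We transduce U2OS cells with the mutant 3.1 virus, culture them overnight, load FluxOr with Red40 quencher for 45 min, then add stimulation buffer and read kinetically for 2 min to derive a normalized rate constant.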
A-T KAP1 phos: potential ataxia-telangiectasia treatments restoring KAP-1 phosphorylation. actives 0.19% (n = 320,000). […] A-T fibroblasts, KAP-1 phosphorylation AlphaLISA; neocarzinostatin DNA damage 30 min before lysis. Potency, µM (highest dose often 57.5 µM), inactives show at the highest dose activation, usual class: activators; also: potency is read from the fitted curve at half-maximal effect; % of control where 0% means no effect; nearly all actives have a fitted effect of over 45% in size
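hTERT-immortalized A-T patient fibroblasts ([…]), 500 cells/well in OPTI-MEM, 1% FBS, got compounds for 60 min, then NCS for 30 min at 37C. Lysates were then assayed for phospho-KAP-1 by AlphaLISA (anti-pKAP1 donor, anti-KAP1 acceptor beads), 6 hr at 25C.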
* = called active by the depositor; [ ] = remark or other dose. Unless noted, calls follow the shape of the dose curve; as a rule, active = well fitted curve in the direction sought with a large enough effect; inconclusive = small, poorly fitted or top-dose-only effect, or another doubt; inactive = no such curve, though single readings can be large; an effect the other way counts as inactive or inconclusive.

What do the screens show for `CC(=O)Nc1ccc(NC(=O)CCNC(=O)c2ccccc2Cl)cc1`?
TSHR antag: 1; USP2a block: 8%; Eya2 phos inh: 6%; KCNH2 WT inh: -6; Mito fusion yeast: -5%; ELG1 DNA repair: 9%; TRPV1 agonist: 7; TCR activator: -2%; KCNH2 3.1 inh: -16; A-T KAP1 phos: -18%

What do the screens show for `COc1ccc(-c2nnc(-c3ccc(C)cc3)o2)cc1`?
TSHR antag: -7; USP2a block: 1%; Eya2 phos inh: 8%; KCNH2 WT inh: 7; Mito fusion yeast: 10%; ELG1 DNA repair: inconclusive; TRPV1 agonist: inconclusive; TCR activator: 1%; KCNH2 3.1 inh: -7; A-T KAP1 phos: 0%

Results for Cc1ccc(C)c(OCCC(=O)N2CCN(S(=O)(=O)c3ccc([N+](=O)[O-])cc3)CC2)c1 ?
TSHR antag: -14; USP2a block: 0%; Eya2 phos inh: -1%; KCNH2 WT inh: 16; Mito fusion yeast: 19%; ELG1 DNA repair: -10%; TRPV1 agonist: inconclusive; KCNH2 3.1 inh: -139*; A-T KAP1 phos: -14%

What do the screens show for `Cc1ccc(NC(=O)N2CCC(C(=O)NCc3ccccc3)CC2)cc1`?
TSHR antag: 0; USP2a block: -2%; Eya2 phos inh: -10%; KCNH2 WT inh: -5; Mito fusion yeast: 0%; ELG1 DNA repair: -1%; TRPV1 agonist: 12; TCR activator: 5%[46.1 µM]; KCNH2 3.1 inh: -2; A-T KAP1 phos: -1%

How did Cc1ccc(C(=O)NNC(=O)c2cccc(S(=O)(=O)N3CCOCC3)c2)cc1 do in these assays?
USP2a block: -4%; Eya2 phos inh: 0%; KCNH2 WT inh: 3; ELG1 DNA repair: -23%; TCR activator: 4%; KCNH2 3.1 inh: 3; A-T KAP1 phos: -5%

What do the screens show for `Cc1ccc(N=Cc2sc(O)c3ccccc23)cc1`?
TSHR antag: -13; USP2a block: 20%; Eya2 phos inh: inconclusive; KCNH2 WT inh: -9; Mito fusion yeast: -7%; ELG1 DNA repair: inconclusive; TRPV1 agonist: inconclusive; TCR activator: -13%; KCNH2 3.1 inh: -4; A-T KAP1 phos: 9%

Results for CCCn1c(CN2CCN(c3cccc(Cl)c3)CC2)nc2c1c(=O)n(C)c(=O)n2C ?
TSHR antag: -32; USP2a block: -2%; Eya2 phos inh: -2%; KCNH2 WT inh: 2; Mito fusion yeast: 5%; ELG1 DNA repair: inconclusive; TRPV1 agonist: 1; TCR activator: 5%; KCNH2 3.1 inh: 3; A-T KAP1 phos: 14%

How did CCN(CC)S(=O)(=O)c1ccc(Cl)c(NC(=O)COC(=O)c2cc(-c3ccccc3Cl)nc3ccccc23)c1 do in these assays?
TSHR antag: 3; USP2a block: 0%; Eya2 phos inh: 8%; KCNH2 WT inh: 2; Mito fusion yeast: 3%; ELG1 DNA repair: inconclusive; TRPV1 agonist: 0; TCR activator: 1%[46.1 µM]; KCNH2 3.1 inh: 13; A-T KAP1 phos: -12%

Results for CCOC(=O)Cn1nc(C)c(NC(=O)c2ccc(Cl)c([N+](=O)[O-])c2)c1C ?
TSHR antag: -4; USP2a block: 0%; Eya2 phos inh: -20%; KCNH2 WT inh: 2; Mito fusion yeast: -4%; ELG1 DNA repair: -14%; TRPV1 agonist: 1; TCR activator: -1%; KCNH2 3.1 inh: 6; A-T KAP1 phos: -2%

What do the screens show for `C#CCOc1ccc(/C=C2\SC(=S)N(Cc3cccnc3)C2=O)cc1`?
TSHR antag: -4; USP2a block: 1%; Eya2 phos inh: 1%; KCNH2 WT inh: 0; Mito fusion yeast: inconclusive; ELG1 DNA repair: 12%; TRPV1 agonist: 4; TCR activator: -1%[46.1 µM]; KCNH2 3.1 inh: 4; A-T KAP1 phos: 0%

What do the screens show for `COc1ccc(C2CC(c3cccs3)=NN2c2nc(-c3ccccc3)cs2)cc1OC` (configuration not stated)?
TSHR antag: -4; USP2a block: 0%; Eya2 phos inh: -7%; KCNH2 WT inh: -1; Mito fusion yeast: 5%; ELG1 DNA repair: 4%; TRPV1 agonist: -4; TCR activator: 1%; KCNH2 3.1 inh: 5; A-T KAP1 phos: inconclusive

How did O=C(N/N=C/c1coc2ccc(Cl)cc2c1=O)c1ccc(O)cc1 do in these assays?
TSHR antag: -2; USP2a block: 1%; Eya2 phos inh: 3%; KCNH2 WT inh: -2; Mito fusion yeast: 0%; ELG1 DNA repair: inconclusive; TRPV1 agonist: -2; TCR activator: 10%; KCNH2 3.1 inh: -41; A-T KAP1 phos: 6%

How did COc1ccc(-c2coc3cc(O)c(OC)cc3c2=O)cc1 do in these assays?
TSHR antag: -10; USP2a block: -1%; Eya2 phos inh: -18%; KCNH2 WT inh: 6; Mito fusion yeast: -12%; ELG1 DNA repair: inconclusive; TRPV1 agonist: -2; TCR activator: 8%; KCNH2 3.1 inh: 8; A-T KAP1 phos: 12%

How did COc1ccccc1CN1C(=O)CCC1(C)C(=O)NC1CCCCCC1 (configuration not stated) do in these assays?
TSHR antag: 2; USP2a block: 9%; Eya2 phos inh: -25%; KCNH2 WT inh: -11; Mito fusion yeast: 9%; ELG1 DNA repair: 2%; TRPV1 agonist: 1; TCR activator: -7%; KCNH2 3.1 inh: 13; A-T KAP1 phos: 1%

What do the screens show for `CC1CCN(C(=O)CCC(=O)N2CC(C)Oc3ccccc32)CC1` (configuration not stated)?
TSHR antag: -2; USP2a block: 1%; Eya2 phos inh: 5%; KCNH2 WT inh: -3; Mito fusion yeast: -1%; ELG1 DNA repair: 15%; TRPV1 agonist: inconclusive; TCR activator: 3%; KCNH2 3.1 inh: 3; A-T KAP1 phos: -11%

How did CC(OC(=O)c1cccc(-n2cnnn2)c1)C(=O)NCc1ccccc1 (configuration not stated) do in these assays?
TSHR antag: 7; USP2a block: 2%; Eya2 phos inh: -4%; KCNH2 WT inh: -6; Mito fusion yeast: -3%; ELG1 DNA repair: 18%; TRPV1 agonist: 3; TCR activator: -4%; KCNH2 3.1 inh: 3; A-T KAP1 phos: 7%

Results for O=C(c1cccs1)N1CCc2ccccc2C1 ?
TSHR antag: 8; USP2a block: 0%; Eya2 phos inh: 3%; KCNH2 WT inh: -5; Mito fusion yeast: -8%; ELG1 DNA repair: 3%; TRPV1 agonist: -2; TCR activator: 0%; KCNH2 3.1 inh: 12; A-T KAP1 phos: 5%

Results for O=C(CCC(=O)Nc1ccccc1)N/N=C/c1ccco1 ?
TSHR antag: 32; USP2a block: 3%; Eya2 phos inh: 8%; KCNH2 WT inh: -4; Mito fusion yeast: 3%; ELG1 DNA repair: -1%; TRPV1 agonist: 2; TCR activator: -6%; KCNH2 3.1 inh: -30; A-T KAP1 phos: -1%

Results for CCOC(=O)c1ccc(S(=O)(=O)N2CCN(CC3CC=CCC3)CC2)cc1 (configuration not stated) ?
TSHR antag: -3; USP2a block: 2%; Eya2 phos inh: 1%; KCNH2 WT inh: 13; Mito fusion yeast: -3%; ELG1 DNA repair: -24%; TRPV1 agonist: 0; TCR activator: 0%; KCNH2 3.1 inh: -6; A-T KAP1 phos: 7%

How did CC(C)=C(NC(=O)c1ccccc1Br)C(=O)NCCc1nc2ccccc2[nH]1 do in these assays?
TSHR antag: 10; USP2a block: inconclusive; Eya2 phos inh: -12%; KCNH2 WT inh: 2; Mito fusion yeast: -3%; ELG1 DNA repair: 19%; TRPV1 agonist: 2; TCR activator: 7%; KCNH2 3.1 inh: -6; A-T KAP1 phos: -3%

How did CCOC(=O)c1nn(-c2ccc(C)cc2)cc1O do in these assays?
TSHR antag: -32; USP2a block: 7%; Eya2 phos inh: 7%; KCNH2 WT inh: -6; Mito fusion yeast: -3%; ELG1 DNA repair: inconclusive; TRPV1 agonist: -8; TCR activator: -2%; KCNH2 3.1 inh: -2

Results for CCCc1nnc(NC(=O)CCC(=O)N2CCN(Cc3cc(F)ccc3OC)CC2)s1 ?
TSHR antag: -8; USP2a block: 3%; Eya2 phos inh: -8%; KCNH2 WT inh: -5; Mito fusion yeast: -1%; ELG1 DNA repair: 5%; TRPV1 agonist: 2; TCR activator: 4%; KCNH2 3.1 inh: 2; A-T KAP1 phos: 2%

Fetched by compound from the list above (2):
Results for Cc1ccc(C)c(OCCC(=O)N2CCN(S(=O)(=O)c3ccc([N+](=O)[O-])cc3)CC2)c1 ?
TSHR antag: -14; USP2a block: 0%; Eya2 phos inh: -1%; KCNH2 WT inh: 16; Mito fusion yeast: 19%; ELG1 DNA repair: -10%; TRPV1 agonist: inconclusive; KCNH2 3.1 inh: -139*; A-T KAP1 phos: -14%

Results for CCOC(=O)c1ccc(S(=O)(=O)N2CCN(CC3CC=CCC3)CC2)cc1 (configuration not stated) ?
TSHR antag: -3; USP2a block: 2%; Eya2 phos inh: 1%; KCNH2 WT inh: 13; Mito fusion yeast: -3%; ELG1 DNA repair: -24%; TRPV1 agonist: 0; TCR activator: 0%; KCNH2 3.1 inh: -6; A-T KAP1 phos: 7%

Not all compounds are listed; the hit share may differ from the screen's.
